# tim23-1 inh: growth inhibitors of tim23-1 mutant yeast; S. cerevisiae tim23-1 growth, BacTiter-Glo luminescence, 24 h; 1.3% of 330,000 active; AID 463212; inhibition, % at 20 µM;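 active = growth inhibition of the mutant yeast at or above 50%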;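 note: temperature-sensitive mutant grown at 25 °C; plate controls were DMSO-treated mutant yeast for no effect and medium wells lacking yeast for full effect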
# APJ agonist: activates the human apelin receptor APJ. P35414. CHO-K1 APJ PathHunter beta-arrestin, luminescence; 0% DMSO wells, 100% apelin. activation, % at 20 µM. 0.11% of 330,000 active. AID 2520;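 active = activation more than six SD over the plate average, tested at 20 µM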;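 note: 0% = DMSO alone and 100% = apelin-13 at 10 nM; some results filed as inactive read as strong as hits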
# Target sequence (P35414 whole entry, looked up): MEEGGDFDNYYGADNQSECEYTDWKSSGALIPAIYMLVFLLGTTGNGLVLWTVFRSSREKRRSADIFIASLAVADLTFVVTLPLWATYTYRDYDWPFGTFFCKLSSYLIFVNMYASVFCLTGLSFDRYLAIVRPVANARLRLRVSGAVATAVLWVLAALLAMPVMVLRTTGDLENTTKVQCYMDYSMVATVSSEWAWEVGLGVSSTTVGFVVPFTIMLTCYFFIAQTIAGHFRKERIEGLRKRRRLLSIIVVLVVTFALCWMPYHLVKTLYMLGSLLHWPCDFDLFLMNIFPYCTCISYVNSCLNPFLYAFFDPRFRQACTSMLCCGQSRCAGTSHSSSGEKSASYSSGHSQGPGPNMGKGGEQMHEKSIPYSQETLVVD
#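 Test system: CHO-K1 APJ beta-arrestin complementation cell line. Amount: cell density 1000 per well. Controls: DMSO negative, 10 nM Apelin-13 positive. Signal: luminescent beta-gal fragment complementation, chemiluminescent substrate. Read-out basis: agonist-driven arrestin binding to APJ. Timing: compound stimulation 90 min at 25 °C, detection 60 min.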
# EBI2 antag: antagonists of human EBI2 receptor; P32249; EBI2 beta-arrestin recruitment, luminescence, 7a,25-OHC stimulated; inhibition, % at 5 µM; 0.81% of 360,000 active; in the data active = inhibition above about 38%;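 note: enzyme fragment complementation signal reports receptor beta-arrestin coupling in cells; 0% = agonist plus DMSO wells and 100% = wells without agonist; some results beyond the cut were filed as inactive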
# Target sequence (P32249 whole entry, looked up, the tested form may be a part): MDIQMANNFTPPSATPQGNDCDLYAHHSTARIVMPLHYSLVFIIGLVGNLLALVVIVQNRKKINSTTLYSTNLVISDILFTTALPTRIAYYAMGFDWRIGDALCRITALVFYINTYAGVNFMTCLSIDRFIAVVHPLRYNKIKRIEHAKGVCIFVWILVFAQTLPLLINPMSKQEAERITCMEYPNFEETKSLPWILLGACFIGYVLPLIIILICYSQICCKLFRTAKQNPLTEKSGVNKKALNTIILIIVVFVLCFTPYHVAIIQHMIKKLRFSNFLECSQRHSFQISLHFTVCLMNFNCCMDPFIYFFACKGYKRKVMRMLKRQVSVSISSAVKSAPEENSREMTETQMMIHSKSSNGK
# UPR XBP1 act: adaptive UPR (XBP1) activation; AID 463104; 0.33% of 330,000 active; activation, % at 20 µM; CHO-XBP1 luciferase reporter, IRE1-XBP1 UPR activation, luminescence; percent of tunicamycin response, DMSO as zero;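 active = versus positive control, 20 µM dose yields 30% or more activation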;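 note: 100% = tunicamycin at 10 µg/mL and 0% = DMSO only wells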
#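 assay system = CHO-XBP1 luciferase reporter cells | amount = 1000 cells/well | buffer or medium = F12 plus 10% FBS | compound dosing = single point, 20 µM final compound, 1% DMSO | incubation = 16-18 h cell attachment at 37 °C, then 6 h compound exposure | detection = Steady-Glo luminescence read | controls = tunicamycin 10 µg/mL and vehicle-only wells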
# CCR6 antagonist: antagonists of human CCR6 receptor; P51684; CHO-K1 CCR6 PathHunter beta-arrestin, luminescence, CCL20-stimulated; inhibition, % at 20 µM; 0.49% of 340,000 active; AID 493098;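 active = compounds whose inhibition of the agonist-driven luminescence signal at 20 µM reaches about 50%, limit read from the data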;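 note: cells stimulated with CCL20 at 14 nM final; plate controls were DMSO with CCL20 for no effect and DMSO without agonist for full effect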
# Mdm2-MdmX inh: human Mdm2/MdmX binding inhibition; SaOS-2 split-luciferase Mdm2/MdmX complementation, luminescence; inhibition, % at 8 µM; 3% of 330,000 active; AID 485346;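 active = inhibition of at least 50% at 8 µM in the primary screen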
# UPR CHOP act: apoptotic UPR (CHOP) activation. CHO-CHOP luciferase reporter, luminescence; percent of tunicamycin response over DMSO baseline. activation, % at 10 µM. 0.34% of 330,000 active;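 active = at 10 µM dose, activation of 40% or more, normalized to positive control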;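 note: 100% = tunicamycin at 10 µg/mL and 0% = DMSO alone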
#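 Assay system: CHO cells with stable CHOP pathway luciferase reporter; Buffer or medium: F12 plus 10% serum; Times: 16-18 h cell attachment, then 6 h compound exposure, 37 °C; Signal: luciferase luminescence; Read-out basis: percent activation relative to tunicamycin control; Control set: tunicamycin high control, DMSO low control.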
# APJ antag: APJ receptor antagonism; P35414; CHO-K1 APJ beta-arrestin complementation, luminescence; inhibition, % at 20 µM; 0.32% of 330,000 active; AID 2521;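 active = inhibition above about 40% at 20 µM, limit read from the data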;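 note: cells challenged with 10 nM apelin-13 agonist together with compound; plate controls were apelin-13 plus DMSO wells for no effect and DMSO wells lacking apelin-13 for full effect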
# CXCR6 block: inhibitors of human CXCR6 receptor; AID 602244; CHO-K1 PathHunter CXCR6 beta-arrestin, luminescence; 0.36% of 360,000 active; O00574; inhibition, % at 20 µM; in the data active = inhibition above about 34%, passing the limit was not always enough;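 note: antagonist mode with CXCL16 agonist at 10 nM final; 0% = 10 nM CXCL16 with DMSO and 100% = unstimulated wells without agonist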
# Target sequence (O00574 whole entry, looked up): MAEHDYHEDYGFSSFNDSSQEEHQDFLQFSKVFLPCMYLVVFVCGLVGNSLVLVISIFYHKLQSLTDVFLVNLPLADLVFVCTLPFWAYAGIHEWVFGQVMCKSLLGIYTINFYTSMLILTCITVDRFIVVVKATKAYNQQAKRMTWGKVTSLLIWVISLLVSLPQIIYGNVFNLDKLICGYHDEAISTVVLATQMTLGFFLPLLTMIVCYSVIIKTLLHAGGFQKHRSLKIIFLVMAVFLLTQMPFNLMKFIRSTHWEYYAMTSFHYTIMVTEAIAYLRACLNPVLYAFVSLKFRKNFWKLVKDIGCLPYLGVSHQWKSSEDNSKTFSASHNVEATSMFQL
# The depositor's hits bear a star. These rows are one share of the data, so the mix of outcomes need not match the whole.
No.	molecule	tim23-1 inh	APJ agonist	EBI2 antag	UPR XBP1 act	CCR6 antagonist	Mdm2-MdmX inh	UPR CHOP act	APJ antag	CXCR6 block
1	O=C1OC(c2ccccc2)=N/C1=C/c1cccc(OC(=O)c2cccs2)c1	9	1	4	0	-4	-15	-0.4	-14	11
2	Cc1ccccc1N(C(=O)Cn1nnc2ccccc21)C(C(=O)NCc1ccco1)c1ccncc1 (configuration not stated)	-5	-1	6	0	4	18	0.6	19	-9
3	COc1ccccc1C1CC(c2ccccc2)Nc2ncnn21 (configuration not stated)	11	-7	0	-3	1	20	-2.3	4	0
4	CCOc1ccccc1NC(=O)CN1CCC(C(=O)c2ccc(OC)cc2)CC1	14	1	12	2	-5	14	-1.3	6	0
5	Cc1nc2cc(NC(=O)Nc3ccc(N4CCOCC4)cc3)ccc2n1C	3	2	6	-1	1	-27	5.4	-7	5
6	Cc1cc(Nc2cccc(Cl)c2C)n2ncnc2n1	4	-3	-9	0	7	1	-0.7	15	-2
7	C(=N\n1cnnc1)/c1cn(-c2cccs2)nc1-c1ccccc1	30	5	0	0	0	24	4.1	4	-5
8	CON(C)S(=O)(=O)c1cccc(C(=O)Nc2ccc(S(=O)(=O)NC3=NCCCCC3)cc2)c1	-17	-5	-12	4	17	11	0.5	-9	0
9	CCN(CC)C(=S)SCC(=O)c1ccc(Br)cc1	6	0	-1	2	-1	-19	1.3	1	7
10	Cc1c(O)ccc(/C(Cc2ccc3ccccc3n2)=N\O)c1O	10	0	20	0	9	-35	2.4	-11	-6
11	CN(c1ccccc1C(=O)N1CCc2ccccc2C1)S(C)(=O)=O	10	-2	-11	-4	2	9	-0.8	18	0
12	COc1ccc(NS(=O)(=O)c2cccc(C(=O)O)c2)cc1	0	-4	5	-5	8	18	-2.0	8	-2
13	CCN(CC)C(=O)/C(=C\c1ccncc1)NC(=O)c1ccccc1	9	-1	-14	-3	9	28	-0.8	3	9
14	CCOC(=O)C1CCN(CC(=O)Nc2ccc(S(=O)(=O)N3CCC(C)CC3)cc2)CC1	7	0	4	2	6	10	1.3	-5	4
15	CCOC(=O)c1c(C)n(C)c2ccc(OC(C)=O)cc12	20	3	8	0	-3	17	1.3	11	5
16	O=[N+]([O-])c1ccc(Cl)c(S(=O)(=O)/N=C(/Nc2cccnc2)c2ccccc2)c1	7	10	-3	-3	-10	7	-2.3	-32	-17
17	O=C(OC1CCCCC1=O)c1cccc(S(=O)(=O)N2CCOCC2)c1 (configuration not stated)	5	-4	-15	1	-3	-25	-1.7	-56	-11
18	Cc1ccccc1C#N	-1	0	3	-1	2	-3	-2.3	-13	0
19	COc1ccc2c(c1)c(C(=O)CNc1nc(C)cs1)c(C)n2C	13	-3	7	-7	10	5	-3.4	-23	17
20	CC(C)(C)OC(=O)C[C@@H]1C/C=C\C[C@H](CC(=O)N[C@H](CO)Cc2ccccc2)C(=O)N[C@H](C(C)(C)C)COC1=O	16	-2	1	-2	8	26	-0.2	-10	-5
21	CNC(=O)N(C1=NCC(C)S1)c1ccc(F)cc1F (configuration not stated)	-9	-1	-5	0	-1	25	-0.8	6	-2
22	CCOC(=O)c1nnn(-c2nonc2-n2cccc2)c1C	4	1	-2	1	5	-21	-0.1	10	-3
23	Cn1cnnc1SCNC(=O)C(F)(F)F	-2	-1	-2	-4	16	3	-1.1	10	1
24	Cc1ccc(S(=O)(=O)N2CCN(c3ccc([N+](=O)[O-])cn3)CC2)cc1	9	1	1	3	4	15	1.8	10	-6
25	O=C(CN(Cc1ccccc1)C(=O)CCC(=O)Nc1nccs1)NCc1ccccc1	5	1	-2	-4	5	3	3.4	-3	4
26	Cn1c(=O)c2c(=O)cc(NNC(=O)CC#N)[nH]c2n(C)c1=O	2	-1	3	0	1	5	1.1	4	11
27	Cc1cc(C)nc(NC(=O)c2cc3ccccc3o2)n1	15	5	-3	-3	-3	-3	-0.5	15	-8
28	O=C(CN1C(=O)c2ccccc2S1(=O)=O)NCc1ccccn1	3	-4	-6	-3	7	-7	1.7	12	2
29	CCC(CC)C(=O)NCc1ccc(OC)cc1	4	-1	-9	-2	4	13	0.3	-12	-1
30	Cn1cc(Cl)c(C(=O)Nc2cccc(Cl)c2Cl)n1	18	3	-7	1	5	-16	5.1	23	-1

# Record cards, from the list above. Values in the order: tim23-1 inh | APJ agonist | EBI2 antag | UPR XBP1 act | CCR6 antagonist | Mdm2-MdmX inh | UPR CHOP act | APJ antag | CXCR6 block
# CC(C)(C)OC(=O)C[C@@H]1C/C=C\C[C@H](CC(=O)N[C@H](CO)Cc2ccccc2)C(=O)N[C@H](C(C)(C)C)COC1=O is listed with 16 | -2 | 1 | -2 | 8 | 26 | -0.2 | -10 | -5
# COc1ccc(NS(=O)(=O)c2cccc(C(=O)O)c2)cc1 is listed with 0 | -4 | 5 | -5 | 8 | 18 | -2.0 | 8 | -2
# CCN(CC)C(=O)/C(=C\c1ccncc1)NC(=O)c1ccccc1 is listed with 9 | -1 | -14 | -3 | 9 | 28 | -0.8 | 3 | 9

# Some entries already given, limited to EBI2 antag and tim23-1 inh.
nr	structure	EBI2 antag	tim23-1 inh
8	CON(C)S(=O)(=O)c1cccc(C(=O)Nc2ccc(S(=O)(=O)NC3=NCCCCC3)cc2)c1	-12	-17
9	CCN(CC)C(=S)SCC(=O)c1ccc(Br)cc1	-1	6
10	Cc1c(O)ccc(/C(Cc2ccc3ccccc3n2)=N\O)c1O	20	10
11	CN(c1ccccc1C(=O)N1CCc2ccccc2C1)S(C)(=O)=O	-11	10
12	COc1ccc(NS(=O)(=O)c2cccc(C(=O)O)c2)cc1	5	0
13	CCN(CC)C(=O)/C(=C\c1ccncc1)NC(=O)c1ccccc1	-14	9

# The main list resumes; the two compounds before the break are reprinted first.
No.	molecule	tim23-1 inh	APJ agonist	EBI2 antag	UPR XBP1 act	CCR6 antagonist	Mdm2-MdmX inh	UPR CHOP act	APJ antag	CXCR6 block
29	CCC(CC)C(=O)NCc1ccc(OC)cc1	4	-1	-9	-2	4	13	0.3	-12	-1
30	Cn1cc(Cl)c(C(=O)Nc2cccc(Cl)c2Cl)n1	18	3	-7	1	5	-16	5.1	23	-1
31	CCN(CC)C(=O)COn1c(SCC(=O)N(CC)CC)nc2ccccc2c1=O	4	-1	-6	-2	-1	18	-0.1	11	-1
32	CCC(=O)Oc1ccc(C2N(C(=O)CC)CCN2S(=O)(=O)c2ccc(C)cc2)cc1OC (configuration not stated)	13	-2	3	3	-5	0	1.3	-3	-4
33	COc1ccc(N2CCN(C(=O)CCCn3c(=O)c4cccn4c4cccnc43)CC2)cc1	16	7	-11	3	3	24	-0.7	13	4
34	COc1ccc(-c2csc(NC(CO)c3nc4ccccc4n3CCCO)n2)cc1 (configuration not stated)	4	5	6	2	4	-11	1.1	-47	1
35	CCC(=O)N=c1sc2cc([N+](=O)[O-])ccc2n1CCOC	8	-1	-1	0	1	19	-0.1	4	9
36	CCCCOc1ccc(-c2[nH]ncc2C=O)cc1	38	-2	-1	3	4	-84	6.8	-8	-4
37	CCc1nnc(NC(=O)CSc2nc3[nH]c(=O)cc(O)c3s2)s1	4	-3	-8	-1	1	1	-0.8	13	0
38	COC(=O)c1c(C)[nH]c(C(=O)CSc2ccc(Cl)cc2)c1C	16	0	-1	-2	20	-95	4.9	7	-11
39	Cc1ccc(N(CC(=O)Nc2ccccc2C(=O)NCc2ccco2)S(=O)(=O)c2ccccc2)cc1C	16	-1	8	-4	6	24	1.9	-1	-2
40	CCCn1c(=O)c2sccc2n2c(CCCC(=O)NCC3CCCO3)nnc12 (configuration not stated)	-7	0	-6	-2	5	15	2.7	9	-6
41	CCN(CC)Cc1c(C(=O)N/N=C/c2ccc(C)o2)nnn1-c1nonc1N	22	0	-12	0	0	7	1.7	-2	-15
42	CCC(C)C(NC(=O)c1ccccc1NC(=O)c1ccccc1)C(=O)O (configuration not stated)	14	-2	1	-1	12	3	-0.8	-6	12
43	C/C(=N/NS(=O)(=O)c1ccc(C)cc1)c1c[nH]c2ccccc12	18	2	1	-1	2	12	1.6	-22	0
44	Cc1nnsc1C(=O)NNc1ccc(C(C)C)cc1	34	-9	-1	4	10	-20	2.7	21	5
45	COc1ccc(S(=O)(=O)Nc2c(C(=O)O)[nH]c3ccccc23)cc1	7	2	-9	-3	-10	17	0.1	-2	3
46	Cc1ccc(/C=C2\SC(=S)N(CCC(=O)Nc3ccc(O)cc3)C2=O)cc1	-22	-1	4	0	6	20	4.5	6	8
47	CN(C)c1cc[n+](CC(=O)Nc2cc(C(F)(F)F)ccc2Cl)cc1	-37	-1	-3	-4	6	19	1.6	12	11
48	COc1ccc(N=Cc2cc(Cc3ccccc3Cl)cc([N+](=O)[O-])c2O)cc1OC	80*	-2	-10	-1	38	16	-1.9	2	30
49	Cc1ccc(S(=O)(=O)N(C)C)cc1NC(=O)C(C)OC(=O)C1CCC1 (configuration not stated)	-3	0	-2	4	10	3	0.4	8	4
50	O=C(c1ccccc1)c1cccc(C(=O)c2ccccc2)c1	29	-4	-8	1	11	9	1.5	-3	8
51	COc1cc2c(cc1OC)C(C(C)C)=NC(C)(C)C2	11	-2	-2	-2	9	12	-2.2	23	0
52	CCn1cnc2cc(NCc3ccc(Cl)cc3)ccc21	40	-1	0	-3	10	-95	4.3	11	-1
53	c1ccc(CN2CCC(Nc3nc(-c4ccccc4)nc4ccccc34)CC2)cc1	30	2	7	-2	-15	83*	0.6	7	-10
54	CC(NC(=O)COC(=O)C12CC3CC(CC(Br)(C3)C1)C2)c1ccccc1 (configuration not stated)	34	3	3	1	19	-11	-0.6	3	-10
55	Cc1ccc(C2/C(=C(/O)c3ccc(Cl)cc3)C(=O)C(=O)N2CC2CCCO2)o1 (configuration not stated)	3	-2	-1	-8	9	20	-1.5	-13	-5
56	COC(=O)C1CCCN1S(=O)(=O)c1ccccc1NC(=O)c1cc(OC)c(OC)c(OC)c1 (configuration not stated)	19	-5	-7	3	10	20	-0.1	17	5
57	CC(C)(C)C(Cn1ccnc1)NC(=O)c1ccc2nc(C3CC3)oc2c1 (configuration not stated)	-128	-1	-13	-1	3	8	2.5	-9	-2
58	Cc1ccc(S(=O)(=O)N2CCCCC2)cc1C(=O)N1CCCCCC1	22	-2	-7	-2	2	-24	-1.4	-1	5
59	O=C(O)CCSCC(=O)c1ccc2c(c1)OCCO2	1	-4	0	-7	-7	-4	-5.2	-11	4

# Compounds from the list above that have bromine (two):
No.	molecule	tim23-1 inh	APJ agonist	EBI2 antag	UPR XBP1 act	CCR6 antagonist	Mdm2-MdmX inh	UPR CHOP act	APJ antag	CXCR6 block
9	CCN(CC)C(=S)SCC(=O)c1ccc(Br)cc1	6	0	-1	2	-1	-19	1.3	1	7
54	CC(NC(=O)COC(=O)C12CC3CC(CC(Br)(C3)C1)C2)c1ccccc1 (configuration not stated)	34	3	3	1	19	-11	-0.6	3	-10
